TAAR1 agonist = agonists of human TAAR1; CHO RD-HGA16 TAAR1, Fluo-8 calcium fluorescence; vehicle wells 0%, saturating PEA agonist 100%; Q96RJ0; activation, % at 3 µM; 360,000 compounds, 0.99% hits; AID 624467;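 active = activation above the mean activation of all test compounds in the run plus 3 SD, cut at about 38% in these data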
Target sequence (Q96RJ0 whole entry, looked up): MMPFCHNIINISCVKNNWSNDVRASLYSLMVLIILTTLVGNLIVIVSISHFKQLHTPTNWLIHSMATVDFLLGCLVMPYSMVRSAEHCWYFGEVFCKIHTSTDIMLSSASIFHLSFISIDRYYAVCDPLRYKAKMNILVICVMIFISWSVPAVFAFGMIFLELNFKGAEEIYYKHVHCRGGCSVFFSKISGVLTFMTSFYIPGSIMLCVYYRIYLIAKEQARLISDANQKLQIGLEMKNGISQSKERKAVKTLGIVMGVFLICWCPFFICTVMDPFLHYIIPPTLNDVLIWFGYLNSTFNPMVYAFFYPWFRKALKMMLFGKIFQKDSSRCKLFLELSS
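System: CHO RD-HGA16 cells carrying human TAAR1 plus Gα16; Incubation: 17-24 h seeding, 75 min 37 °C dye, 30 min RT; Measured by: Fluo-8 fluorescence, 5 s baseline then 140 s kinetic read; Control set: DMSO and PEA EC100; Replication: single well for each compound.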
CHRM1 PAM = potentiates human M1 receptor response to acetylcholine. P11229. CHO-K1 hM1, Fluo-8 calcium fluorescence, ACh EC20; 0% = ACh EC20, 100% = maximal ACh. activation, % at 3 µM. 360,000 compounds, 0.088% hits. AID 588819; in the data active = activation above about 19%, passing the limit was not always enough
Target sequence (P11229 whole entry, looked up): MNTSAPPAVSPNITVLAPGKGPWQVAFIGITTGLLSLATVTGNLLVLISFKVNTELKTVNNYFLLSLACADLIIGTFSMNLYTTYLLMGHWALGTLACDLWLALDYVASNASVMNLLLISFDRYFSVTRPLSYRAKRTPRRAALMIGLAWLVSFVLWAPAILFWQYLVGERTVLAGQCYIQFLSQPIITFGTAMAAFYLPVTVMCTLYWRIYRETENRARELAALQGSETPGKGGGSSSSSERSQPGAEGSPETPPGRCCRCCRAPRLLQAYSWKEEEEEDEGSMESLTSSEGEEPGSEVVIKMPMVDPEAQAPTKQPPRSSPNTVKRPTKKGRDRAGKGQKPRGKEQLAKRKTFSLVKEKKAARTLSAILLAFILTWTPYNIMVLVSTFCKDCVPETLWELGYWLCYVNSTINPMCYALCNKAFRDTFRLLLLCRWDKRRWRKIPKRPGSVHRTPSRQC
M1 antag = blocks human M1 muscarinic receptor; CHO-K1 hM1, Fluo-8 calcium fluorescence, ACh EC80 antagonist; inhibition, % at 3 µM; 360,000 compounds, 1.3% hits; AID 588852;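 active = percent inhibition above its own plate's cutoff, namely the mean of that plate's compound wells plus 3 SD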;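 note: peak over basal fluorescence ratio during 140 s after agonist addition; 0% = ACh EC80 plus DMSO and 100% = DMSO alone without agonist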
TAAR1 antagonist = human TAAR1 antagonism. CHO RD-HGA16 TAAR1, Fluo-8 calcium fluorescence, antagonist. inhibition, % at 3 µM. 360,000 compounds, 1.5% hits. AID 624466;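 active = inhibition above a per-plate cutoff, the mean inhibition of test compounds on that plate plus 3 SD, cut at about 49% in these data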;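 note: 0% = DMSO plus EC80 beta-PEA response and 100% = DMSO alone without agonist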
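test system = CHO RD-HGA16 cells bearing hTAAR1 | replication = singlicate | controls = DMSO-only wells and EC80 β-PEA-stimulated wells | reagent = EC80 β-phenethylamine stimulus | read-out basis = percent inhibition of PEA-evoked calcium signal, max/basal emission ratio | schedule = seeding 17-24 h prior, 75-min 37 °C, 30-min RT dye loading | signal = kinetic Fluo-8 calcium fluorescence measurement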
M1 ag parental = counter-screen for M1 agonists: effect in parental CHO-K1 cells | Fluo-8 calcium fluorescence; scaled to maximal ATP response, vehicle zero | activation, % at 3 µM | 360,000 compounds, 0.48% hits | AID 602248; in the data active = activation above about 15%;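 note: untransfected CHO-K1 host cells lacking M1 receptor as counterscreen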
CHO-K1 Ca antag = nonselective inhibitor or artifact in parental CHO-K1 cells | ATP-induced calcium, Fluo-8 fluorescence | inhibition, % at 3 µM | 360,000 compounds, 0.6% hits | AID 602250;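 active = inhibition above a per-plate cutoff, the plate's mean sample inhibition plus 3 SD, cut at about 24% in these data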;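 note: 0% = DMSO plus EC80 ATP and 100% = DMSO alone without ATP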
CHO parental Ca = counter-screen for OX1R antagonists: effect in parental CHO cells | AID 463079 | 330,000 compounds, 0.63% hits | parental CHO-K1, ATP-induced calcium, Fluo-8 fluorescence | inhibition, % at 5.6 µM;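 active = inhibition above that plate's mean sample inhibition plus 3 SD, cut at about 26% in these data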;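 note: 0% = ATP-challenged DMSO wells and 100% = DMSO wells without ATP; some compounds past the cut are filed as inactive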
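Assay system: untransfected parental CHO cell line. Also added: ATP agonist challenge. Dosing: one dose, 5.6 µM nominal. Measured by: Fluo-8 fluorescence. Read-out: % inhibition. Benchmarks: ATP wells versus no-ATP DMSO wells. Repeats: no replicates.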
M1 PAM parental = M1 PAM counterscreen hit in parental CHO-K1 cells; activation, % at 3 µM; 360,000 compounds, 0.02% hits; ATP EC20, Fluo-8 calcium fluorescence; 0% at ATP EC20, 100% at ATP max;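 active = activation above the run cutoff, the mean activation of all test compounds plus 3 SD, cut at about 40% in these data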;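 note: peak over basal fluorescence ratio in a 140 s read after ATP addition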
M1 ag = activates human CHRM1 receptor. CHO-K1 hM1, Fluo-8 calcium fluorescence, agonist mode; 0% DMSO, 100% acetylcholine EC100. activation, % at 3 µM. 360,000 compounds, 0.33% hits. AID 588814;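 active = activation above the run's mean compound activation plus 3 SD, cut at about 16% in these data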;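 note: peak over basal fluorescence ratio within a 140 s kinetic read after compound addition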
Starred values were filed as active, the others as inactive; · = no result given.

#	canonical_smiles	TAAR1 agonist	CHRM1 PAM	M1 antag	TAAR1 antagonist	M1 ag parental	CHO-K1 Ca antag	CHO parental Ca	M1 PAM parental	M1 ag
1	CC1(C(=O)NS(=O)(=O)c2ccc(C#N)cc2)CCN1C(=O)c1ccc(C2CCCCC2)cc1 (stereo not drawn)	0	5	-15	-9	0.3	3	·	-4	-3
2	Oc1ccccc1OCCOc1ccccc1OCCOc1ccccc1O	10	-9	19	79*	9.5	-1	13	-6	1
3	COc1ccc(CN2C(=O)C(CC(=O)NCCN3CCOCC3)CC(C(=O)N(C)C)=C2C)cc1 (stereo not drawn)	0	-1	-8	-2	0.0	-7	·	3	-4
4	COCCOc1cc(NC(=O)c2sccc2Oc2ccc([N+](=O)[O-])cc2F)c(Cl)cc1Cl	-1	2	-6	1	0.0	-14	-27	25	-3
5	Cc1[nH]c(=S)[nH]c(=O)c1Cc1ccc(OCC(C)C)cc1	5	6	-4	-14	0.8	-11	-2	-4	-8
6	CCN(CC(=O)Nc1c(F)cccc1F)C(=O)CCCN1C(=O)c2ccccc2C1=O	3	23	-19	-14	0.4	-7	·	13	2
7	C[C@H](O)[C@@H](C(=O)N1CCN(C(=O)OC(C)(C)C)CC1)n1cc(CCCCNC(=O)OC(C)(C)C)nn1	10	1	-6	5	1.2	-6	-16	19	-1
8	O=C(NCC(=O)N1CCCCCC1)c1ccc(Cl)cc1	6	3	-4	-9	-0.1	4	-8	4	-2
9	Cc1ccccc1NC(=O)N1C2CCCC1CC(NC(=O)C(C)(C)C)C2 (stereo not drawn)	4	4	-2	-4	0.1	1	·	-5	-3
10	COc1ccc(NC(=O)CN(C)C(=O)c2ccc(S(=O)(=O)N3CCOCC3)cc2)cc1	0	5	-12	1	0.9	-16	·	28	-4
11	Cc1cccc(-c2nc3c(c(SCC(=O)N(C)C)n2)CCCC3)c1	5	-2	2	17	0.6	-2	-24	12	-5
12	N/C(=N\O)C1COc2ccccc2O1 (stereo not drawn)	11	8	-1	-2	0.3	-4	-5	16	-4
13	O=C(O)C1CC=CCC1C(=O)Nc1cccc([N+](=O)[O-])c1 (stereo not drawn)	0	19	-12	14	0.3	-13	-16	13	-6
14	O=C(NCCCl)Nc1cccnc1Cl	2	-5	12	-10	1.4	-8	-5	28	-8
15	Cc1ccc(NS(=O)(=O)c2ccc(C(=O)OCC(=O)NCC3CCCO3)cc2)cc1 (stereo not drawn)	20	-3	4	4	2.8	4	-13	-11	1
16	CCCOC(=O)C1=C(C)NC(=O)NC1c1cc2c(cc1Br)OCO2 (stereo not drawn)	1	14	-17	-32	0.1	-8	-18	21	5
17	CCC(C)(C(=O)NC1CCCCC1)N(C(=O)C1CCC(=O)N1)c1ccc(C)cc1 (stereo not drawn)	6	4	-7	5	-0.1	-1	-10	2	-3
18	CCCc1cc(=O)oc2c(C)c(O)c(CN3CCCCC3)cc12	0	5	0	2	0.1	-8	-8	14	-6
19	CN1CC(=O)N2Cc3[nH]c4ccccc4c3C[C@H]2C1=O	4	2	-3	-7	2.3	-11	-12	12	-3
20	O=C(CCN1C(=O)C2C3CCC(C3)C2C1=O)OCC(=O)c1ccc(Br)cc1 (stereo not drawn)	5	1	-3	-26	6.5	-4	-10	1	-1
21	Cc1ccc2[nH]c(=O)c(CN(Cc3cccnc3)Cc3nnnn3CCN3CCOCC3)cc2c1	2	-2	-3	2	0.4	-8	3	15	-5
22	COc1ccc(NC(=O)CSc2nc(O)cc(=O)n2-c2ccccc2)cc1	2	14	-19	-16	0.5	-7	·	15	2
23	Cc1cccc(S(=O)(=O)c2c(C)cc(C)nc2Cl)c1	9	8	-8	-4	0.6	-12	0	15	-5
24	COc1ccc(-c2nc(C#N)c(N3CCN(c4ccccc4)CC3)o2)cc1	-2	-15	29*	-2	0.1	9	-2	-10	-1
25	CN1c2ccccc2C(C)(C)C12C=Nc1c(ccc3ccccc13)O2 (stereo not drawn)	40*	2	-1	43	1.2	-7	-24	12	-1
26	C=CCNC(=O)c1ccc2c(c1)S(=O)(=O)c1ccccc1C2=O	5	3	4	2	0.2	-20	-12	-15	-3
27	Cc1ccccc1NC(=O)CSc1nn2c(=O)c(C)nnc2s1	3	7	-1	-13	0.0	2	2	-11	-4
28	Cc1cccc(N2C(=O)/C(=C\c3ccc(C(=O)O)cc3)c3ccccc3C2=O)c1	7	11	-12	-20	0.9	-6	-28	7	-2
29	COc1ccc(Cl)cc1C(=O)OCC(=O)N(CC(C)C)c1c(N)n(Cc2ccccc2)c(=O)[nH]c1=O	2	1	0	-18	-0.5	6	-22	-16	-2
30	O=C1C=C(c2ccccc2)CC(c2ccc(F)cc2)C1 (stereo not drawn)	4	-7	9	29	-0.7	-2	-6	-13	-7
31	CCN(CC)S(=O)(=O)c1cccc(C(=O)N/N=C/c2ccc([N+](=O)[O-])o2)c1	2	4	-1	18	1.5	-6	-5	17	-3
32	CC1(C(=O)Nc2ccc3c(c2)OCCO3)CCC(=O)N1CCOc1ccccc1 (stereo not drawn)	2	2	-1	-17	1.0	7	·	10	-5

Just CHO-K1 Ca antag and CHO parental Ca, for some of the entries so far:
entry | SMILES | CHO-K1 Ca antag | CHO parental Ca
28 | Cc1cccc(N2C(=O)/C(=C\c3ccc(C(=O)O)cc3)c3ccccc3C2=O)c1 | -6 | -28
32 | CC1(C(=O)Nc2ccc3c(c2)OCCO3)CCC(=O)N1CCOc1ccccc1 (stereo not drawn) | 7 | ·

The list goes on:
#	canonical_smiles	TAAR1 agonist	CHRM1 PAM	M1 antag	TAAR1 antagonist	M1 ag parental	CHO-K1 Ca antag	CHO parental Ca	M1 PAM parental	M1 ag
33	Cc1cccc(C2=NN(c3ccccc3)[C@H](CO)[C@H]2c2ccc(F)cc2)c1	-2	1	-8	-7	0.6	-8	-13	12	-4
34	COc1cc(/C=C/C(=O)Oc2coc(CSc3ncccn3)cc2=O)cc(OC)c1OC	4	11	-8	-13	0.2	-10	-18	-14	-1
35	Cn1ncc2c(NNC(=O)Cc3ccccc3)ncnc21	6	4	0	-2	0.4	0	9	14	-7
36	C/C(CC(=O)Nc1cc(C)ccn1)=N\NC(=O)c1ccccc1C	1	12	-16	-5	0.4	-8	-2	9	-2
37	CC(CNC(=O)c1ccccc1[N+](=O)[O-])NC(=O)c1ccccc1[N+](=O)[O-] (stereo not drawn)	-1	5	-10	14	0.8	-5	-21	6	-3
38	CC1=C(C(=O)NC2CCC(C)CC2)C2(CCC(C)CC2)OC1=O (stereo not drawn)	0	-3	9	-6	4.3	7	-18	9	0
39	CCN(CC)CCC/C(=N\O)C(O)(c1ccccc1)c1ccccc1	1	-22	95*	1	1.2	-14	-14	11	-5
40	COc1ccc(S(=O)(=O)NNC(=O)c2ccc([N+](=O)[O-])cc2)cc1	5	2	-7	-2	0.5	-22	10	25	-9
41	O=C1NCCN1Cc1ccccc1F	14	6	-6	-22	0.8	-28	4	0	0
42	CCn1cc(C(=O)NC2CCCCCC2)c2cc(OC)c(OC)cc2c1=O	6	4	0	6	1.3	2	-18	3	-2
43	CC1(C(=O)NCc2ccc(C(F)(F)F)cc2)CCN1Cc1cc2ccccc2o1 (stereo not drawn)	-2	-9	1	-68	0.5	-12	·	2	-8
44	Cc1ccccc1OCC(=O)N(Cc1nc(-c2ccccc2)no1)C(C)C	2	-5	13	3	0.2	-13	25	4	-5
45	COc1cccc(NC(=O)C(=O)NCC(c2ccco2)N2CCc3ccccc3C2)c1 (stereo not drawn)	11	-9	22	-21	0.1	7	-16	-28	-3
46	O=C(Nc1ccc(Cl)cc1)C1C2C=CC3(O2)C1C(=O)N(CCCN1CCCCC1)C3C(=O)NC1CCCCC1 (stereo not drawn)	-5	3	-5	-16	-0.1	-14	-7	10	-6
47	CCC(=O)Nc1c(C)n[nH]c1C	1	-4	-2	10	0.0	1	-5	-4	-5
48	Cc1cc(SCC(=O)OCC(=O)N(C)C2CCS(=O)(=O)C2)c(C)cc1Br (stereo not drawn)	11	-2	3	-2	16*	2	14	-20	-2
49	Cc1nc2cc(NC(=O)NCc3ccco3)ccc2n1C	3	-11	16	-4	0.1	-4	-8	-5	-5
50	CCCOc1ccc(F)cc1-c1cc(C(=O)NCc2cccs2)[nH]n1	1	0	-10	4	0.9	15	·	-9	-7
51	O=C(NC(=S)Nc1ccccc1[N+](=O)[O-])c1cncc(Br)c1	5	14	-15	-1	3.2	-4	-18	1	0
52	O=C(COC(=O)CCc1ccccc1)NC(c1ccccc1)c1ccccc1	-1	11	-13	-6	0.2	-1	-7	2	-5
53	Cc1ccc(NC(=O)N2CCN(C(=O)c3ccco3)CC2)cc1Cl	5	6	-1	-17	0.5	10	-2	-5	-3
54	N#CCCc1cccc(CCC#N)c1	15	9	-7	-3	0.5	-10	0	9	-2
55	CCCCn1c(N)c(N(CC(C)C)C(=O)CN2C(=O)C3CCCCC3C2=O)c(=O)[nH]c1=O (stereo not drawn)	1	2	-7	-11	0.8	-8	-13	13	-2
56	COc1ccc(C(C(=O)NCC2CCCO2)N(C(=O)c2snc(C(N)=O)c2N)c2ccc(C)cc2)cc1OC (stereo not drawn)	6	-1	4	-3	4.5	-15	·	19	-2
57	Cc1cccc(C(=O)OCC(=O)c2c(C)[nH]c3ccccc23)c1O	8	-9	17	42	7.0	-5	19	7	1
58	COc1ccccc1CC(=O)NNS(=O)(=O)c1ccccc1[N+](=O)[O-]	1	6	-2	16	-0.2	1	-11	11	-5
59	COc1ccc(CNC(=O)[C@H](C)N2C(=O)N3CCc4c([nH]c5ccccc45)[C@@]3(C)C2=O)cc1OC	4	6	-4	16	0.9	-1	-5	17	0
60	Cn1c(=O)oc2cc(S(=O)(=O)N3CCC(C(=O)NCc4ccccc4)CC3)ccc21	1	15	-17	4	0.4	-4	-3	13	-1
61	Cc1ccc(S(=O)(=O)N(C)C)cc1NC(=O)CSc1nnc(C2CC2)n1C1CC1	10	-4	6	2	-0.3	-9	-16	2	-4
62	O=C(c1ccccc1)n1c(=O)cc[nH]c1=O	6	11	-10	16	0.4	-9	3	15	0
63	CCOc1ccc2oc(C(=O)OCC(=O)NC3CCCC3)c(C)c2c1	2	4	-10	7	4.8	-13	-10	11	-2
64	Cc1cc(C)cc(N2CCN(C(=O)N3CCOCC3)CC2)c1	6	0	1	8	0.0	2	-4	-3	-3
65	CCCCN(CC)CCNC(=O)c1cn(CCOC)c(=O)c2c1c1ccccc1n2C	5	5	-8	-26	1.1	-12	-23	15	-7
66	CCCC12CN3CC(CCC)(CN(C1)C3c1ccco1)C2=O (stereo not drawn)	-1	-3	-7	8	0.1	-12	-4	15	-3
67	Cn1ccc(C(=O)Nc2sc3c(c2C(N)=O)CCCCC3)n1	0	7	-10	2	1.3	0	-3	13	-2
68	C/C(CC(=O)NC(C)c1ccccc1)=N\NC(N)=S (stereo not drawn)	2	6	-7	-6	0.6	-18	-5	12	-3

Compound activity deposited in PubChem by The Scripps Research Institute Molecular Screening Center.
